TrxR1 substrate: is turned over as a substrate by rat TrxR1. O89049. AID 588456. purified TrxR1 substrate turnover, NADPH consumption readout. Potency, µM (doses to about 114 µM), inactives show at the top dose activity change, negative = substrate turnover. 390,000 tested, 0.01% active; also: potency is read from the fitted curve at half-maximal effect; % is scaled to controls: 0 for no effect and ±100 for the full control effect; nearly all actives have a fitted effect of over 50% in size
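Rat TrxR1, dispensed at 90 nM, was prereduced with 400 uM NADPH (final) for 5 min at ~22 deg C, then incubated with compound 15 min before 400 uM selenite. A first-read NADPH fluorescence drop versus no-compound background flagged substrates.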
Vif-A3F inh: Vif-A3F binding inhibition | Potency, µM (doses to about 46.1 µM), without a hit: top-dose activity, negative = active | 390,000 tested, 0.2% active | AID 602313 | HeLa A3F-eYFP + Vif (tagged APOBEC3F with the HIV-1 protein that degrades it), YFP fluorescence increase; also: potency is read from the fitted curve at half-maximal effect; % of control where 0% means no effect; nearly all actives have a fitted effect of over 65% in size
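HeLa cells stably expressing Vif plus C-terminally eYFP-tagged A3F were seeded, incubated overnight at 37 deg C, dosed with compound, incubated overnight again at 37 deg C. Yellow fluorescence (Ex 488/Em 500-530) reported blocked Vif-mediated A3F-eYFP degradation.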
LDHA block: LDHA (human) enzyme inhibition | purified LDHA, NADH/diaphorase-resazurin fluorescence; active compounds read low | activity change, % (values are at about 110 or 230 µM) | 480,000 tested, 0.15% active | AID 1347041; in the data active = activity change below about -30%; inconclusive = mostly about -25% to -30%;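 also: plate controls were DMSO wells for no effect and wells without enzyme for full effect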
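Remaining NADH was detected by diaphorase (0.133 mg/mL) converting 37 µM resazurin to fluorescent resorufin, read at 0 and 20 minutes. The preceding 5-minute room-temperature reaction used 2 nM LDHA, 0.2 mM sodium pyruvate and 0.06 mM NADH at pH 7.4.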
RGS4 inh: blocks human RGS4-accelerated GTP hydrolysis | 390,000 tested, 0.039% active | Transcreener GDP fluorescence polarization, RGS4-accelerated GTP hydrolysis | Potency, µM (doses to about 114 µM), inactives show at the highest dose activity change, negative = inhibition, actives largely listed as inhibitors; also: potency is read from the fitted curve at half-maximal effect; % is scaled to controls: 0 for no effect and ±100 for the full control effect; nearly all actives have a fitted effect of over 75% in size; some results filed as inactive show a strong effect at the top dose
Target sequence (P49798 whole entry, looked up): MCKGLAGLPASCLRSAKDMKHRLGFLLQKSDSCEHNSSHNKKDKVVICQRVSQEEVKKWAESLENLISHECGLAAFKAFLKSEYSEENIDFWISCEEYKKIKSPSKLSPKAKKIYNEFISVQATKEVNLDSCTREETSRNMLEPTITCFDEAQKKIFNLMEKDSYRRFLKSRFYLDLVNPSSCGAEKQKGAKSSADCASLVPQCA
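MLSMR compounds (23 nl, pin-transferred) preincubated 10 min at room temperature with a 500nM (2x) first reagent, then RGS4 at 900nM (2x) plus Transcreener GDP mix added; fluorescence polarization (620/688 nm) read before and after 90 min at 30 °C.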
GRP78 ERSR act: ER stress response induction in glioma. U87-MG GRP78 promoter luciferase reporter, 16 h. Potency, µM, for inactives: at the highest dose activation, usual class: activators. 420,000 tested, 0.02% active; also: potency is read from the fitted curve at half-maximal effect; series mostly up to about 76 µM; % of control where 0% means no effect; nearly all actives have a fitted effect of over 35% in size
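ERSR induction read as luciferase luminescence (Bright-Glo, 10 min at room temperature) in stably transfected human U87-MG glioma cells exposed to compounds for 16 h, using GRP78 as sensor.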
rTrxR1 inhibitor: inhibitors of rat thioredoxin reductase 1 | O89049 | recombinant rTrxR1, NADPH fluorescence consumption, selenite substrate | Potency, µM (titrated, usually from 114 µM), for inactives: at the top dose activity change, negative = inhibition, most hits filed as inhibitors | 390,000 tested, 1% active; also: potency is read from the fitted curve at half-maximal effect; % is scaled to controls: 0 for no effect and ±100 for the full control effect; nearly all actives have a fitted effect of over 65% in size
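Rat TrxR1 (90 nM in the dispensed reagent) was pre-reduced with 400 uM NADPH for 5 min at room temperature, then incubated with compound for 15 min. After 400 uM selenite was added, NADPH fluorescence (Ex 340/Em 450 nm) was followed for 8 min.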
Vif-APOBEC3G blk: blocks the Vif interaction with human APOBEC3G. HeLa A3G-eYFP + Vif (tagged APOBEC3G with the HIV-1 protein that degrades it), YFP fluorescence, overnight. Potency, µM (doses to about 46.1 µM), inactives show at the top dose activity, negative = active, usual class: inhibitors. 410,000 tested, 0.076% active. AID 602310;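 also: potency is read from the fitted curve at half-maximal effect; % is scaled to controls: 0 for no effect and ±100 for the full control effect; nearly all actives have a fitted effect of over 60% in size; hits raise eYFP signal because A3G escapes Vif-driven loss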
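HeLa cells stably expressing Vif and C-terminally eYFP-tagged A3G, seeded overnight at 37 deg C, then exposed to compound by pintool overnight at 37 deg C. Rise in yellow fluorescence (Ex 488/Em 500-530, Acumen) marks blocked Vif-driven A3G degradation.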
USP1 inh: inhibitors of human USP1/UAF1 deubiquitinase; 390,000 tested, 0.23% active; O94782; AID 743255; Potency, µM (top dose mostly 57.1 µM), inactives show at the highest dose activity change, negative = inhibition, hits mostly inhibitors; recombinant USP1/UAF1, Ub-Rhodamine cleavage fluorescence; also: potency is read from the fitted curve at half-maximal effect; % is scaled to controls: 0 for no effect and ±100 for the full control effect; nearly all actives have a fitted effect of over 60% in size; inactives centre near -12
Target sequence (O94782 whole entry, looked up): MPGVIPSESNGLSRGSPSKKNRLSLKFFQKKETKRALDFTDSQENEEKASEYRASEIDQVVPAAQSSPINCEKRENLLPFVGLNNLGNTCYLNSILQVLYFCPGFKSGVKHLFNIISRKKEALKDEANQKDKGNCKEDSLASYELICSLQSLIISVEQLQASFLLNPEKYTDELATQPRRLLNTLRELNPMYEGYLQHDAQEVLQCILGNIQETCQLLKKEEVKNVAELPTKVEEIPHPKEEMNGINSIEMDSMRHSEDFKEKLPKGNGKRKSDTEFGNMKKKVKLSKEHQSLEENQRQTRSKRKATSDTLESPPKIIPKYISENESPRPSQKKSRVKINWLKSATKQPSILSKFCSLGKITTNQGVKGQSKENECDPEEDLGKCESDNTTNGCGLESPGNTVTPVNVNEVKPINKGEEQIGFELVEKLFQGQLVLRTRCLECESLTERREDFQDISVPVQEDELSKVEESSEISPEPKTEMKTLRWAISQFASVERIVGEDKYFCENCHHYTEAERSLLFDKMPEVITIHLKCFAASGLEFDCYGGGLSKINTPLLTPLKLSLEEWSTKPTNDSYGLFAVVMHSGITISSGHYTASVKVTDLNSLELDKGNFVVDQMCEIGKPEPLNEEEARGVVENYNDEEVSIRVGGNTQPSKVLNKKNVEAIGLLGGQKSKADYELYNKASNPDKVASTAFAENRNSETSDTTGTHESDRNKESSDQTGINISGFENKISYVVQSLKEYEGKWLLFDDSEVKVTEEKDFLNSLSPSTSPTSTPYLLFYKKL
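High-throughput fluorogenic screen: 1nM USP1/UAF1 complex, Ub-Rho substrate 150nM final, 50mM HEPES pH 7.8 with 0.5mM EDTA, 0.1 mg/ml BSA, 1mM TCEP and 0.01% Tween-20.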
IDH1 R132H inh: blocks human mutant IDH1 R132H enzyme; O75874; IDH1-R132H enzyme, NADPH consumption, diaphorase/resazurin fluorescence; Potency, µM (series often up to 76.6 µM), without a hit: top-dose activity change, negative = inhibition, actives largely listed as inhibitors; 390,000 tested, 0.093% active; AID 602179; also: potency is read from the fitted curve at half-maximal effect; % is scaled to controls: 0 for no effect and ±100 for the full control effect; nearly all actives have a fitted effect of over 65% in size
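IDH1-R132H (0.5 ug/mL dispensed) in pH 7.5 Tris buffer was preincubated 30 min with compound, then given a substrate mix of 0.016 mM NADPH and 2 mM alpha-KG for 80 min at room temperature; remaining NADPH was read by diaphorase/resazurin fluorescence.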
Active calls of the source: *; u = inconclusive; x = no result given; & = joins results of further samples; [ ] = dose if it differs, or a comment. Unless noted, calls follow the shape of the dose curve; as a rule, active = well fitted curve in the direction sought with a large enough effect; inconclusive = small, poorly fitted or top-dose-only effect, or another doubt; inactive = no such curve, though single readings can be large; an effect the other way counts as inactive or inconclusive. The list is partial. The share of hits here may be higher or lower than overall.

SMILES	TrxR1 substrate	Vif-A3F inh	LDHA block	RGS4 inh	GRP78 ERSR act	rTrxR1 inhibitor	Vif-APOBEC3G blk	USP1 inh	IDH1 R132H inh
O=C(NCC(=O)N(c1cccnc1)C(C(=O)NCc1ccco1)c1ccccc1)c1ccco1 (stereo not given)	-10%	x	-4	23%	-1%	u	1%	-2%	4%
O=C(O)C1CSC(c2ccc3c(c2)OCO3)N1 (stereo not given)	9%	-1%	5	u	9%	3%	0%	-15%	9%
O=C(C1CCN(C2CCN(C/C(Cl)=C/c3ccccc3)CC2)CC1)N1CCOCC1	2%	-4%	-1	-27%	0%	1%	4%	1%	0%
NC(=O)c1ccc(C(F)(F)F)cn1	3%	-1%	-5	5%	-2%	11%	12%	-11%	4%
Cc1cc(C(=O)NNC(=O)CCN2CCN(c3ccccc3)CC2)c2ccccc2n1	-4%	0%	-2	13%	-5%	4%	-13%	-19%	-1%
Cc1cccc(C)c1NC(=S)NC(C)(C)CO	7%	-4%	-3	-40%	0%	0%	0%	-14%	13%
O=C1CCC(=O)N1CC(=O)N1c2ccccc2Sc2ccccc21	8%	-12%	-1	-2%	-5%	19%	-1%	-13%	3%
Fc1ccc2c(c1)[C@H]1OCC[C@H]1[C@@H](c1ccco1)N2	-8%	-1%	-9	-10%	4%	-12%	2%	-10%	-3%
Cc1ccc(NC(=O)COc2nc(C)cs2)cc1	6%	-3%	-6	6%	1%	19%	-7%	8%	2%
O=C(Nc1cccn(Cc2ccccc2Cl)c1=O)NC1CCCCC1	7%	3%	-5	3%	-2%	18%	-8%	-10%	-5%
Cn1cc(S(=O)(=O)CC(=O)N2CCc3ccccc32)c2ccccc21	2%[57.1 µM]	-13%	-4	15%	-5%	-1%[57.1 µM]	0%	3%	24%
CC1=C(C(=O)OC2CCCCC2)C(c2cccc([N+](=O)[O-])c2)NC(=O)N1 (stereo not given)	-7%	-11%	-5	27%	-1%	0%	4%	0%	-7%
O=C(Cn1nc(Cl)nc1Cl)c1ccc(F)cc1	5%	-16%	0&12	9%	0%	18%	2%	-11%	6%
CCn1nc(C)c2c(-c3ccccc3)cc(=O)n(C(C)C(=O)NCc3ccccc3OC)c21 (stereo not given)	-1%[57.1 µM]	-5%	4	-17%	-2%	9%[57.1 µM]	0%	-11%	-16%
COc1ccc2c(C)cc(=O)oc2c1	116%[activator]	6%	-6	-8%	-3%&-1%	1%	-1%	-19%	-6%
NC(=O)c1cc(S(=O)(=O)N2CCN(c3cccc(C(F)(F)F)c3)CC2)cs1	8%	3%	-3	7%	1%	21%	-4%	8%	2%
O=C(O)c1cc(-c2ccco2)[nH]n1	3%	6%	7	-12%	-3%	-10%	-1%	-12%	7%
C[C@@H]1[C@H](c2ccccc2)OCCS(=O)(=O)N1Cc1ccccc1	3%	x	x	x	-3%	13%	1%	x	x
CC1CCCCN1S(=O)(=O)c1ccc(S(=O)(=O)N2CCN(c3ccccc3)CC2)cc1 (stereo not given)	-3%	3%	-1	-5%	-3%	0%	0%	-19%	-4%
CCNC(=O)CC1C(=O)N(c2ccc(C)cc2)C(=O)N1Cc1ccccn1 (stereo not given)	5%	-23%	-8	-17%	-6%	16%	-1%	-12%	-1%
COc1ccc(-c2ccc(=O)n(Cc3cccc(Cl)c3)n2)cc1	16%	-2%	0	-8%	-5%	25%	-1%	-16%	0%
Cn1c(SCc2ccccc2)nnc1-c1ccco1	1%[57.1 µM]	-14%	-6	16%	5%	7%[57.1 µM]	0%	-19%	-11%
CN(C)/C=N/c1[nH]ncc1C#N	-2%[57.1 µM]	11%	-3	2%	-2%	17%[57.1 µM]	0%	u	6%
CCC(=O)N(C)/C=C1\Sc2ccccc2C1=O	4%[57.1 µM]	0%	-6	-5%[11.4 µM]	-9%	10%[57.1 µM]	2%	-13%	-7%
Cc1ccc(NC(=O)c2cccc(S(=O)(=O)N(C)C3CCCCC3)c2)nc1	-2%[57.1 µM]	5%	-2	-30%	-2%	11%	1%	-14%	-2%
O=C1NCCN1CCNS(=O)(=O)c1ccc2ccccc2c1	-4%	-3%	-1	2%	-3%	14%[57.1 µM]	-5%	-14%	5%
Cc1cc(C)cc(-n2ccnc2SCC(=O)Nc2ccccc2F)c1	2%[57.1 µM]	-4%	-1	-14%	-6%	29%[57.1 µM]	-4%	-34%	7%
COc1ccc(S(=O)(=O)N2CCCCCC2)cc1C(=O)N(C)CC(=O)Nc1cc(C)ccc1C	-2%	0%	-3	7%	-1%	13%	3%	-21%	-6%
COc1ccc(N2CCN(C(=O)CCc3ccccc3)CC2)cc1	9%	8%	3	-35%	-2%	16%	-1%	-13%	1%
Cc1c(NC(=O)C(F)(F)F)ccc2nc3c(=O)n(C)c(=O)n(C)c3nc12	8%	u	3	2%	-2%	3%	-9%	-15%	8%
Cc1c(Br)c([N+](=O)[O-])nn1CC(=O)NCc1ccccc1	2%	-1%	-2	-33%[11.4 µM]	4%	7%	2%	-24%	1%
C=CC(=O)Nc1cccc(CN2C(=O)N(c3cc(OC)cc(OC)c3)Cc3cnc(NCCCCN(CC)CC)nc32)c1	20%[57.1 µM]	4%	4	-6%	-1%	-48%	5%	-12%	8%
CN(C)CCN(Cc1ccco1)C(=O)c1oc2ccccc2c1NC(=O)COc1ccccc1	5%[57.1 µM]	1%	0	-34%[56.9 µM]	-7%	11%[57.1 µM]	3%	-24%	0%
COc1ccc(C(c2nnnn2C2CCCC2)N2CCC(C(N)=O)CC2)c(OC)c1 (stereo not given)	4%[57.1 µM]	0%	-2	-5%	-4%	1%[57.1 µM]	-4%	-18%	1%
O=C(NCN1C(=O)C2C3C=CC(C3)C2C1=O)OC1CCCCC1 (stereo not given)	7%	0%	-8	-21%	3%	13%	2%	-3%	4%
CCOc1ccccc1CNC(=O)CCCn1ncn2c(cc3occc32)c1=O	-5%&-1%	11%&7%	0&-12	-3%&0%	-5%&1%	-21%&0%	-3%&6%	0%&-14%	1%&-4%
Cc1nn(CC(=O)Nc2ccc(OC(F)(F)F)cc2)c(=O)c2c(C)n(-c3ccc(Cl)cc3)nc12	-10%[57.1 µM]	6%	-3	-10%	0%	-13%[57.1 µM]	1%	-25%	-7%
O=C(Nc1cccc(S(=O)(=O)NC2=NCCC2)c1)c1ccc(F)cc1F	5%	5%	-6	2%	-1%	15%	0%	-11%	2%
CCOc1ccccc1-c1nnc(SCC(=O)NC2CC2)n1CC	5%	-4%	-3	-18%	-5%	8%	2%	-14%	10%
CSc1ccc(C2CC(=O)Nc3nc(SC)[nH]c(=O)c32)cc1 (stereo not given)	-3%[57.1 µM]	4%	-7	-4%	-3%	-7%[57.1 µM]	0%	-19%	0%
COc1ccc(C(=O)OCC(=O)c2ccc[nH]2)c(OC)c1	0%	-3%	-8	-4%	3%	15%	0%	-9%	-2%
CSc1ccc(/C=N/NC(=O)CN2CCN(Cc3ccccc3Cl)CC2)cc1	8%[57.1 µM]	-5%	-8	-18%	-2%	-9%	0%	-18%	-1%
O=C(NNC1=NCCC1)c1cccc(S(=O)(=O)N2CCCCC2)c1	0%	2%	-1	18%	-4%	16%	0%	-4%	6%
Cc1cc(C(=O)N2CCCC(N3CCN(c4cccc(C(F)(F)F)c4)CC3)C2)c(C)o1 (stereo not given)	4%	3%	0	-20%	-1%	7%	-1%	-17%	11%
O=C(NCc1cccnc1)c1ccc(CS(=O)(=O)c2ccc(Br)cc2)o1	9%	1%	0	-7%	-1%	8%	-5%	-23%	-4%
O=C(NCc1ccccn1)c1c(O)c2c([nH]c1=O)CCCC2	15%	3%	-4	33%	2%	27%	0%	-4%	3%
Fc1ccc(C2c3cccn3CCN2C(=S)Nc2cccc(Br)c2)cc1 (stereo not given)	-8%	12%	-3	-20%	-6%	-3%[57.1 µM]	-3%	-15%	2%
COCc1cc(C)nc(N)c1C#N	90%[activator]	-8%	-1	-22%	-3%	1%[57.1 µM]	0%	-22%	-5%
O=C(NCCCc1ccccc1)c1cncc(Br)c1	3%	-4%	0	22%	4%	5%	0%	-16%	-10%
Cc1ccc(OC(C)C(=O)N=Nc2c(O)[nH]c3ccc([N+](=O)[O-])cc23)cc1 (stereo not given)	-12%	-6%	-6	1%	-3%	-6%	u	-19%	10%
